AddAB inh: less growth of phage-infected E. coli with AddAB. E. coli expressing H. pylori AddAB, absorbance growth. inhibition, % at 11.9 µM. actives 0.29% (n = 330,000). AID 435030; in the data active = inhibition above about 12%;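 also: 0% = vehicle wells of infected cells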
phage Ecoli inh: E. coli growth loss with phage present | actives 0.26% (n = 360,000) | growth absorbance | inhibition, % at 11.9 µM; in the data active = inhibition above about 11%
MOR-DOR inv ag: mu-delta opioid heterodimer inverse agonism. P35372+P41143. cell-based MOR-DOR heterodimer luminescence. inhibition, % at 9.3 µM. actives 0.21% (n = 340,000); in the data active = inhibition above about 22%, passing the limit was not always enough;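 also: 0% = cells with DMSO and 100% = wells without cells with DMSO; values of inactives mirror those of a sister screen read the other way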
Mot1-301 SUMO: blocks SUMOylation pathway, rescuing yeast Mot1-301 growth; S. cerevisiae Mot1-301 growth rescue, ATP luminescence, 38.5C; percent above DMSO median, 100 means doubled; growth rescue, % at 18.8 µM; actives 1% (n = 320,000);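 active = every valid replicate shows activation above 250% relative to neutral control wells; inactive = the rest, any valid replicate at or below 250%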;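 also: OY570 slx delta 5 strain wells were the positive control but not used for scaling; some compounds called inactive have numbers as strong as hits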
DSG3 Ab inh: blocks pemphigus antibody binding to human desmoglein-3; binding (percent of control), % at 10 µM; P32926; actives 0.48% (n = 310,000); DSG3-coupled beads, scFv-anti-DSG3-GFP binding, flow cytometry; hits give low values;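 active = binding more than 3 SD below its plate's average and above zero; inconclusive = below that plate limit but binding exactly zero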;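 also: hits lower antibody fragment binding to DSG3; some compounds called inactive have numbers as strong as hits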
Target sequence (P32926 whole entry, looked up, the tested form may be a part): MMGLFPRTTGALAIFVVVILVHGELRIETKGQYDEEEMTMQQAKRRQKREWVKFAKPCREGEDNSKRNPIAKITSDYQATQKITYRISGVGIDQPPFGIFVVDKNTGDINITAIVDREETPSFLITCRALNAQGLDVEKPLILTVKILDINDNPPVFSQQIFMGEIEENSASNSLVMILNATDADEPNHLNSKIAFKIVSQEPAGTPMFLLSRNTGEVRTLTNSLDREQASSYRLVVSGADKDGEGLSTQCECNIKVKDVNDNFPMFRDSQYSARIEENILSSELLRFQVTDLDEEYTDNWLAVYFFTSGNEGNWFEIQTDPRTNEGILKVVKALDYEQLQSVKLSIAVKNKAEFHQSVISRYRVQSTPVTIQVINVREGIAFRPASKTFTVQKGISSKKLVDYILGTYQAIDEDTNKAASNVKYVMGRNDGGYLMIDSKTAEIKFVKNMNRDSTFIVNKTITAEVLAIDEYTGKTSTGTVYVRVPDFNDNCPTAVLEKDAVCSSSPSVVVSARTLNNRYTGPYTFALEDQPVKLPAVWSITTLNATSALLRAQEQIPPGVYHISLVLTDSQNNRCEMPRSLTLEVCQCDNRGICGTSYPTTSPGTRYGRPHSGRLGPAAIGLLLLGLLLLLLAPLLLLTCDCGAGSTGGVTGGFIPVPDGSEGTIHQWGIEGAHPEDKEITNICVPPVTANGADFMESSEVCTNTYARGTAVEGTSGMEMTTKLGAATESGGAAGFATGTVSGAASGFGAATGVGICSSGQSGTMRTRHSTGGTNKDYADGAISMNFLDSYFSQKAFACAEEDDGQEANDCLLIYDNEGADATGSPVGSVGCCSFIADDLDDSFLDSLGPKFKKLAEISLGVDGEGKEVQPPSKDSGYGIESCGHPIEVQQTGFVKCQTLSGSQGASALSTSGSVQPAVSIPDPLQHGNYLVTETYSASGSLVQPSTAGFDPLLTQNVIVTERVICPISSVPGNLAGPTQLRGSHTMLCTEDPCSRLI
PfHsp90 yeast 2: inhibits growth of yeast expressing Plasmodium falciparum Hsp90. S. cerevisiae expressing PfHsp90, BacTiter-Glo ATP, 48 h; yeast lacking PDR1 and PDR3 efflux regulators. inhibition, % at 9.4 µM. actives 0.32% (n = 310,000). AID 504621;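 active = every replicate shows inhibition above about 80%, whatever the replicate mean, limit read from the data; inconclusive = mean inhibition reaches the set limit but some replicate falls short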;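 also: 0% = DMSO neutral controls and 100% = 20 µM radicicol positive controls; yeast relying on Plasmodium falciparum Hsp90 in place of its own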
Arrestin-AP2 inh: human beta-arrestin and AP2 interaction inhibition; FITC-arrestin peptide / GST-AP2 beads, flow cytometry; AP2 beta2 appendage carries R879A mutation; inhibition, % at 10 µM; actives 0.31% (n = 340,000);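 active = inhibition above a set limit, near 3 SD of compounds lacking own fluorescence, cut at about 54% in these data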;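 also: plate controls were DMSO wells for no effect and 5 µM unlabelled arrestin peptide for full effect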
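Test system: GST-tagged AP2 beta2-adaptin appendage (R879A) on 4 µm glutathione beads; also added: fluorescein-tagged arrestin peptide at 50 nM final; timing: 12 min plus 1 h, RT; signal: flow cytometry, FL1 (488/535 nm); read-out: percent drop in bead-associated FITC signal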
MOR-DOR ag: OPRM1-OPRD1 heterodimerization agonism; actives 0.3% (n = 340,000); cells, luminescence; activation, % at 9.3 µM; P35372+P41143; in the data active = activation above about 18%;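 also: 0% = vehicle-treated cells and 100% = reference agonist; values of inactives mirror those of a sister screen read the other way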
Ecoli viability: counter-screen for AddAB inhibitors: E. coli growth inhibition; E. coli V3065 growth, OD600 absorbance, 18 h; actives 0.27% (n = 330,000); inhibition, % at 11.9 µM;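 active = inhibition above the campaign's mean inhibition across all tested compounds plus 3 SD, cut at about 9.9% in these data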;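 also: uninfected addAB+ strain grown without phage in ampicillin broth; 0% = DMSO wells and 100% = ciprofloxacin 0.95 µg/ml wells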
PKA-R1A act: activators of PKA-R1A complex; P00514+P68181; PKA-R1A dissociation, Cy5-IP20 fluorescence polarization; scaled: DMSO 0%, 113 µM cGMP 100%; activation, % at 11.4 µM; actives 0.083% (n = 340,000); AID 504707;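 active = percent activation above the mean of all tested compounds plus 3 SD, cut at about 19% in these data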;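 also: higher means more PKAc released from R1A so a rise in polarization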
Tat transport: blocks Tat-dependent protein export in E. coli; E. coli MC4100 TorA-mCherry Tat export, fluorescence; inhibition, % at 10 µM; actives 0.036% (n = 340,000); AID 488895;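 active = mean replicate inhibition at least 50% and at least half of replicates individually reaching 50%; inconclusive = only one of the two criteria met; inactive = neither criterion met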;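 also: exported cargo escapes ClpAP degradation while cytoplasmic cargo is degraded and loses fluorescence; 0% = median of neutral control wells and 100% = median of NaSCN control wells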
Active calls of the source: *; i = inactive; ? = inconclusive; / = not tested or not shown.

SMILES	AddAB inh	phage Ecoli inh	MOR-DOR inv ag	Mot1-301 SUMO	DSG3 Ab inh	PfHsp90 yeast 2	Arrestin-AP2 inh	MOR-DOR ag	Ecoli viability	PKA-R1A act	Tat transport
Cc1ccc(C(=O)NCC(=O)Nc2ccc3c(c2)CCC3)cc1C	/	1.9	12	/	106	-9	5	-2.5	/	-17	-5
Cc1ccc(N2CC(C(=O)NCc3nnnn3-c3ccc(C)c(C)c3)CC2=O)cc1 (stereo not drawn)	-1.8	1.0	16	37	100	9	19	-3.2	-1.3	-13	-4
CC(C)COn1c(=S)[nH]c2ccccc2c1=O	2.8	4.0	19	/	98	6	-5	-3.6	2.6	-5	1
COC(=O)C(NS(=O)(=O)c1ccc(N2CCCC2=O)cc1)c1ccccc1 (stereo not drawn)	0.9	1.6	22	1	114	-5	-11	-4.4	0.8	-6	-6
CC(=O)Nc1cccc(Oc2nc(C(F)(F)F)nc3ccccc23)c1	2.0	1.6	7	-3	108	-2	-8	-1.4	2.7	5	?
COc1ccc(CCN(C)CCN2C(=O)c3ccccc3C2=O)cc1OC	1.4	1.9	5	7	105	7	-2	-1.1	-0.5	-9	1
O=C(COC(=O)COc1ccccc1F)NC1CC1	1.0	0.9	17	-6	89	/	0	-4.0	2.6	-4	-2
COc1ccc(NC(=O)C(c2ccc(C)cc2)N(C)C(=O)CNC(C)=O)cc1 (stereo not drawn)	-1.0	5.7	7	313	/	2	-5	-1.2	1.5	-2	-1
Cc1cc(NC(=O)CSCC(=O)NCc2cccc(C(F)(F)F)c2)no1	-0.2	1.3	1	-6	97	-34	-1	-0.1	0.6	-4	1
COc1ccc(-n2c(C)nn(CCOc3ccccc3)c2=O)cc1	2.6	-0.5	6	/	114	/	-1	-1.3	2.8	-8	-8
CCCn1cnc2c(N)c(C)c(C)cc21	-1.7	-2.6	0	105	/	/	2	-0.1	-1.7	-5	-6
Cc1nc(C(=O)NC(C)C)nn1-c1cc(Cl)cc(Cl)c1	1.0	3.9	11	-9	103	21	-16	-1.9	0.9	-5	9
O=C1CC(c2ccc(S(=O)(=O)N3CCN(c4ccccc4)CC3)cc2)CN1 (stereo not drawn)	-0.8	0.9	12	3	96	12	39	-2.2	0.7	-4	-11
Cc1ccc(C(=O)NCCNC(=O)c2ccc(C)o2)o1	2.1	4.5	15	1	100	4	-3	-2.6	1.0	2	-6
Cc1ccc(NC(=O)Cn2nc(-c3ccco3)ccc2=O)cc1Cl	-3.0	3.1	10	2	114	-12	-5	-1.7	-1.5	7	1
CCOC(=O)C1CCN(C(=O)c2oc3ccc4c(c3c2C)C(O)CC2(CCCCC2)O4)CC1 (stereo not drawn)	-0.6	0.3	-25	20	96	10	4	4.6	-1.8	-3	12
COc1ccc(NC(=O)CSc2nc3c(sc4ccccc43)c(=O)n2CCCN2CCCC2)cc1	1.9	/	0	-2	118	9	7	-0.1	0.2	6	2
CCNC(=S)N1CCN(CCN=CC2=C(O)CC(c3cccs3)CC2=O)CC1 (stereo not drawn)	2.4	0.9	18	-8	104	19	-5	-3.2	2.7	-5	2
C=CCc1c(OC(C)=O)c2ccccc2n(C)c1=O	0.3	4.5	4	-3	89	-23	-4	-0.8	-1.4	6	-5
Cc1sc(NC(=O)c2ccco2)c(CN2CCN(Cc3ccccc3)CC2)c1C	1.3	6.5	-22	11	103	-5	-33	4.5	4.0	-2	2
Cc1ccc(-n2c(SCC(=O)N3CCCCC3)nc(O)c(Cc3ccccc3)c2=O)cc1	1.5	2.0	20	1	/	-14	2	-3.9	-0.8	-12	1
CCOc1ncccc1C(=O)N(CC)CC(=O)NCc1ccc(F)cc1	4.5	0.0	7	10	/	4	22	-1.1	1.1	-6	7
CC(C)Cc1nn2c(=O)cc(CSCC(=O)Nc3ccccc3F)nc2s1	3.4	0.9	13	9	102	-24	-11	-2.4	0.2	1	14
C#CCSc1nnc(-c2ccc(O)cc2)o1	3.5	3.3	20	-1	100	-166	-3	-4.0	-1.7	-2	6
CCCC(=O)Nc1cc(-c2cn3cccnc3n2)ccc1OC	0.6	2.5	15	2	102	8	-3	-2.7	-0.5	-1	6
COc1cc(-c2ncc3ccccn23)cc(OC)c1OC	3.8	-7.1	14	3	91	14	1	-2.4	2.2	-1	-7
CC12CN(C(=O)c3ccccc3Br)CC(C)(CN(C(=O)c3ccccc3Br)C1)C2=O	0.4	1.7	5	0	/	15	-5	-1.1	1.6	-8	-6
COc1ccc(CC2(CO)CCN(C(=O)NCc3ccccc3)CC2)cc1	1.9	2.5	12	13	98	5	30	-2.5	0.0	10	-4
COc1ccc(Nc2nc(Cl)nc(Nc3ccc(OC)cc3OC)n2)c(OC)c1	0.6	3.7	/	9	99	-39	3	/	-1.3	/	1
Cc1ccccc1OCC(=O)N(Cc1nnc(-c2ccc(Cl)cc2)o1)C(C)C	0.4	0.0	18	-7	90	/	4	-4.5	1.2	-3	0
FC(F)Oc1ccc(C2N=C(c3ccccc3)NO2)cc1 (stereo not drawn)	-1.1	3.9	2	-10	107	11	24	-0.3	-1.7	-2	3
COC(=O)c1ccc(NS(=O)(=O)c2cc3c4c(c2)CCC(=O)N4CCC3)cc1	-0.7	2.6	-2	-15	102	/	10	0.3	1.7	-2	1
O=C(NCCCn1ccnc1)c1cc(S(=O)(=O)N2CCOCC2)ccc1F	2.2	1.9	19	-16	106	9	4	-4.1	-1.2	-4	-1
CCOc1cc(C(=O)N2CCC(CC3CC(c4cccc(Br)c4)=NO3)(C(=O)NCC3CCCCC3)CC2)cc(OCC)c1OCC (stereo not drawn)	-1.0	-2.6	15	115	105	4	-6	-2.6	0.4	-5	-3
COc1cccc(N2CCN(Cc3ccco3)CC2)c1	/	1.3	7	i	109	5	-2	-1.4	/	11	2
COc1ccc(-n2ncc3c(=O)n(CC(C)=O)cnc32)cc1	0.5	1.1	15	-8	98	2	1	-3.2	-1.6	4	15
CCOC(=O)c1cc(-c2ccc(OC)cc2)n[nH]1	2.3	-0.1	4	-9	/	5	12	-0.8	0.6	4	6
CC(=O)c1cccc(CN2CCN(C3CCCC3)C(CCO)C2)c1 (stereo not drawn)	-1.9	1.6	17	0	95	-44	-7	-3.3	-2.3	1	2
CCC(C)NC(=O)C1CCC(CNS(=O)(=O)c2ccc3c(c2)N(C(C)=O)CCO3)CC1 (stereo not drawn)	3.5	1.9	7	-2	80	16	-5	-1.3	0.1	8	5
O=C(NCCC(=O)N(Cc1ccco1)Cc1cccs1)c1ccc([N+](=O)[O-])cc1	/	4.1	-6	/	99	21	30	1.3	/	-17	3

Taken from above:
`FC(F)Oc1ccc(C2N=C(c3ccccc3)NO2)cc1` (stereo not drawn) – Tat transport = 3
`CCOc1cc(C(=O)N2CCC(CC3CC(c4cccc(Br)c4)=NO3)(C(=O)NCC3CCCCC3)CC2)cc(OCC)c1OCC` (stereo not drawn) – PKA-R1A act = -5

Continuation:
SMILES	AddAB inh	phage Ecoli inh	MOR-DOR inv ag	Mot1-301 SUMO	DSG3 Ab inh	PfHsp90 yeast 2	Arrestin-AP2 inh	MOR-DOR ag	Ecoli viability	PKA-R1A act	Tat transport
CC(C)(C)c1cc(=O)[nH]c(SCc2ccccc2)n1	1.9	2.8	-18	14	98	-14	2	3.2	-2.2	0	10
CSc1ncc(CN2CCN(CCC(C)C)C(CCO)C2)cn1 (stereo not drawn)	-1.4	0.6	4	27	101	/	-13	-0.8	0.7	0	-2
CC(C)[C@H]1COCCS(=O)(=O)N1Cc1ccccc1F	0.9	1.4	13	22	103	/	1	-2.4	-3.2	4	2
CCOc1ccc(N(CC(=O)Nc2cc(OC)cc(OC)c2)S(=O)(=O)c2c(C)[nH]c(=O)[nH]c2=O)cc1	3.9	1.2	10	24	94	-3	6	-1.8	0.8	7	20
COC(=O)C1=C(O)/C(=C\c2ccc(CNS(=O)(=O)c3ccc(Cl)cc3)o2)N=C1C	2.4	1.3	-14	7	104	11	9	2.6	-2.2	-2	-5
COC(=O)c1ccc(OCc2nn[nH]n2)cc1	1.6	1.6	5	-1	107	8	1	-1.0	0.3	-2	11
CCc1c(C)nc2nc(SCc3ccccc3)[nH]n2c1=O	0.2	2.1	5	-1	96	-12	-3	-1.0	2.6	-2	-4
CC(Oc1ccc(Cl)cc1Cl)C(=O)Nc1cccnc1 (stereo not drawn)	-1.1	1.7	13	3	106	36	10	-2.3	0.6	-8	3
CCOC(=O)/C(C#N)=C/c1cccc([N+](=O)[O-])c1	-1.2	1.3	6	1	96	-1	0	-1.2	1.7	0	4
COc1ccc([C@@H]2C[C@H]3CN(Cc4ccccc4OC)C(=O)[C@]34CCCN24)cc1C	1.2	1.6	7	2	165	11	5	-1.1	-2.5	-22	-4
CCCCCc1ccc(-c2cn(CCCOCc3ccccc3)nn2)cc1	1.3	-1.4	4	-2	106	-1	-1	-0.7	-3.5	13	-11
O=C(O)C(Oc1ccc(Cl)cc1)c1ccc(Cl)cc1 (stereo not drawn)	/	2.7	6	/	93	-9	1	-1.2	/	-1	-1
CCCCOc1ccc(N2C(=O)CC(N(O)c3ccccc3)C2=O)cc1 (stereo not drawn)	-0.2	2.9	-97	8	91	/	3	18	0.0	-1	-8
Nc1nc(N2CCN(c3ccccc3)CC2)n[nH]1	4.6	3.2	11	-6	104	14	42	-2.1	-0.8	1	1
Cc1ccc(Nc2c(-c3cccnc3)nc3ccc(Br)cn23)cc1	-0.1	-0.8	14	/	101	21	34	-2.8	-1.9	-7	-1
OCCNCCOCCOc1ccccc1-c1ccccc1	2.6	2.7	5	5	105	9	2	-0.8	1.8	-2	-4
NC(=O)CC[C@H](NC(=O)c1ccc(F)cc1)C(=O)N1CCN(Cc2ccc3c(c2)OCO3)CC1	-1.3	2.9	16	-14	97	/	0	-3.1	0.9	-2	3
CC(CC(=O)O)CC(=O)Nc1cccc([N+](=O)[O-])c1 (stereo not drawn)	3.6	3.2	7	/	97	0	-27	-1.4	3.8	6	4
CCN1C(=O)c2cccc3c(NC(=O)C(C)(C)C)ccc1c23	2.8	2.0	19	12	106	29	-3	-4.2	-1.3	5	2
O=C(c1ccco1)N1N=C(c2ccncc2)CC1(O)C(F)(F)F (stereo not drawn)	0.5	3.6	-1	-23	109	27	5	0.2	-2.6	4	-3
Cc1ccc(C(=O)OCC(=O)N2CCc3ccccc32)cc1	2.2	1.6	-7	577	93	-3	3	1.2	-0.5	-5	-5
O=C(c1ccccc1)n1ccc2ccccc21	3.4	2.1	-16	927	106	-12	0	2.8	1.2	3	-1
CCCC(=O)Nc1cc2c3c(c1)CC(=O)N3CCC2	0.8	1.2	16	-10	97	-1	-8	-3.0	-0.9	10	-2
